Bioassay records (PubChem BioAssay)
MrgX1 PAM: positive allosteric modulators of MrgX1, primary screen, HEK293 cells, Fluo-4 calcium flux; Mas-related G-protein coupled receptor member X1 (Homo sapiens), Q96LB2; FDSS; active compounds read high; B-score at 10 µM; 0.63% of 310,000 active; AID 588675, 2011;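 active = plate-corrected calcium response at least 3 library SD above typical, normal starting fluorescence, not activating the receptor alone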;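 note: compound read alongside a low EC10 to EC30 dose of BAM8-22 agonist; peak minus trough fluorescence over baseline measured at the second addition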
TRPC4 agonist: activators of mouse TRPC4 channel, primary screen, Fluo4 calcium, HEK293 TRPC4beta/mu-opioid cells; B-score at 10 µM; Fluo4 calcium fluorescence; active compounds read high; AID 2237, 2010; 0.49% of 310,000 active;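 active = B-score above 5 SD of library B-scores, and initial fluorescence ratio not above library mean plus 5 SD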;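 note: positive B-score marks a calcium rise read as TRPC4 activation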
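System: HEK293 cells stably co-expressing mouse TRPC4beta and mu-opioid receptor; Schedule: Fluo4 dye loading 45 min at room temperature, 110 s recording; Detection: Fluo4 fluorescence, kinetic; Evaluation: B-scored integrated calcium fluorescence ratio; Controls: buffer (low) and maximal DAMGO (high).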
MrgX1 agonist: agonists of human MrgX1 receptor, primary screen, HEK293 cells, Fluo-4 calcium flux | 0.44% of 310,000 active | Fluo-4 calcium fluorescence, agonist mode; active compounds read high | Mas-related G-protein coupled receptor member X1 (Homo sapiens), Q96LB2 | B-score at 10 µM;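 active = calcium response B-score plate-corrected fluorescence ratio at least 3 library SD, with starting fluorescence B-score inside 5 SD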
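Material: HEK293 cells stably expressing human MrgX1 receptor | Quantity: 15,000 cells per well | Times: Cells plated overnight, dye loaded 0.5 h 37 °C, 0.5 h room temperature | Measured by: Kinetic Fluo-4 NW fluorescence of intracellular calcium | Control set: Positive and negative controls per plate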
TRPC6 inh: mouse TRPC6 channel inhibitors, primary screen, cell-based, HEK293, membrane potential dye; Short transient receptor potential channel 6 (Mus musculus), Q61143; ACh-evoked depolarization; active compounds read low; B-score at 10 µM; 1.1% of 310,000 active; AID 2553, 2010;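 active = B-score under library mean minus 3 SD, initial fluorescence not abnormally high, positive integrated signal ratio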;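 note: B-score derived from integrated fluorescence ratio over the kinetic read; more negative B-score means stronger inhibition of depolarization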
TMEM16A act: TMEM16A chloride channel activators or potentiators, primary screen, cell-based, HTS | Anoctamin-1 (Mus musculus), Q8BHY3 | HEK293 TMEM16A/YFP-H148Q/I152L, iodide quench fluorescence; active compounds read low | B-score at 10 µM | 0.3% of 340,000 active | AID 623877, 2012;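 active = fluorescence-ratio B-score plate-corrected deviation score at least 3 library SD below zero, with starting fluorescence score within 5 deviations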;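 note: channel opened by trigger with iodide after compound preincubation; score built on the fluorescence ratio of max minus min over baseline; more negative score means more quench and so TMEM16A activation or potentiation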
Target sequence (Q8BHY3 whole entry, looked up): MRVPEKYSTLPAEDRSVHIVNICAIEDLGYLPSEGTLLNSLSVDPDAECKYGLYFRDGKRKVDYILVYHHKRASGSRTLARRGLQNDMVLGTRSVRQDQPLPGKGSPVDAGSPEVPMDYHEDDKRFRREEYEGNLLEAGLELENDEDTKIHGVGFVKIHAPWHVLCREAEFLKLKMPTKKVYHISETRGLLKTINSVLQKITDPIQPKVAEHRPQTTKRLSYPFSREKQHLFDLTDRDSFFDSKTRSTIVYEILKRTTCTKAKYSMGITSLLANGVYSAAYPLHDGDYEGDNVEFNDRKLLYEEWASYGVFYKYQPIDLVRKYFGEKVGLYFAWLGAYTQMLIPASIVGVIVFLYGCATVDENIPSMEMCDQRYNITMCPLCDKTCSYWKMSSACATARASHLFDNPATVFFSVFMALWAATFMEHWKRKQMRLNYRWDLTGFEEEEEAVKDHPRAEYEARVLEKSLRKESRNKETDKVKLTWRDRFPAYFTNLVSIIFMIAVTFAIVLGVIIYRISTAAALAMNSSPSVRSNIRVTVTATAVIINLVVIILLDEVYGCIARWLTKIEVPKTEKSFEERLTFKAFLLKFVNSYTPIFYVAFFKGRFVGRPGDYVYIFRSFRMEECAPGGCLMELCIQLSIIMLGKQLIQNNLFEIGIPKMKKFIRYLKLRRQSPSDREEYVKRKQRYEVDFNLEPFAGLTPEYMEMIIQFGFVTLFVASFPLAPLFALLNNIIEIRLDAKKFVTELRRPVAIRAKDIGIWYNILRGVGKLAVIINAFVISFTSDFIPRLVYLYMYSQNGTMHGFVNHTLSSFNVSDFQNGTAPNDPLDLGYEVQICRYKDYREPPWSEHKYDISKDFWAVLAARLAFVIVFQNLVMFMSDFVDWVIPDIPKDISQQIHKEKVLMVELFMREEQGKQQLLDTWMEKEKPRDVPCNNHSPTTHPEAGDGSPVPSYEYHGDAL
TRPC6 act: mouse TRPC6 channel activators, primary screen, cell-based, HEK293, membrane potential dye; Short transient receptor potential channel 6 (Mus musculus), Q61143; HEK293-TRPC6 membrane potential dye fluorescence; active compounds read high; B-score at 10 µM; 0.13% of 310,000 active; AID 2550, 2010;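 active = B-score of the integrated fluorescence ratio above library mean plus 3 SD, and starting fluorescence ratio within library mean plus 5 SD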;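 note: higher score means more depolarization so channel activation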
RGS4 inh: RGS4 inhibitors, primary screen, cell-based, HEK293 M3R inducible RGS4, calcium flux; Regulator of G-protein signaling 4 (Homo sapiens), P49798; Fluo-4 calcium flux; active compounds read high; triggered by carbachol at its EC20; B-score at 10 µM; 0.45% of 310,000 active;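 active = B-score, a plate-corrected calcium signal, over three deviations above library mean, with baseline fluorescence within five deviations of library mean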;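 note: RGS4 expression induced by doxycycline in cells with stable M3 receptor; B-score is computed from the integrated fluorescence ratio over baseline after carbachol; higher B-score means a larger calcium signal and so more RGS4 inhibition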
MrgX1 antagonist: antagonists of human MrgX1 receptor, primary screen, HEK293 cells, Fluo-4 calcium flux. Mas-related G-protein coupled receptor member X1 (Homo sapiens), Q96LB2. BAM8-22 antagonism; active compounds read low. AID 588676, 2011. B-score at 10 µM. 1.3% of 310,000 active;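 active = calcium-response B-score plate-corrected more than 3 library SD below zero, starting fluorescence within 5 deviations, no agonist response on first addition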;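 note: peak minus trough fluorescence over baseline after final BAM8-22 challenge near maximal dose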
TRPC4 PAM: positive allosteric modulators of TRPC4, primary screen, cell-based, mouse TRPC4beta, HEK293 mu-opioid, Fluo-4 calcium; DAMGO EC20, Fluo-4 Ca2+ flux; active compounds read high; B-score at 10 µM; 0.42% of 310,000 active; AID 2227, 2009;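 active = B-score of calcium response area above 5 SD of library B-scores, with initial fluorescence ratio within 5 SD of library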;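 note: B-score of integrated fluorescence ratio over time as area under calcium response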
TRPC4 block: inhibitors of mouse TRPC4 channel, primary screen, Fluo4 calcium, HEK293 TRPC4beta/mu-opioid cells; 0.39% of 300,000 active; Short transient receptor potential channel 4 (Mus musculus), Q9QUQ5; DAMGO-evoked Fluo4 calcium flux; active compounds read low; AID 2247, 2010; B-score at 10 µM;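 active = B-score over 3 SD under the library average, no early fluorescence shift, positive overall ratio signal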
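Assay system: Stable TRPC4beta/mu-opioid receptor HEK293 cells | Reagent: DAMGO in two steps, submaximal then maximal | Compound dosing: Single concentration per test compound | Signal: Fluo4 Ca2+ flux fluorescence | Evaluation: Per-well B score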
TMEM16A inh: TMEM16A chloride channel inhibitors, primary screen, cell-based, HTS; 1.2% of 310,000 active; normalized B-score (activity score, 25-100; higher = stronger inhibition) at 10 µM; Anoctamin-1 (Mus musculus), Q8BHY3; HEK293 TMEM16A/YFP iodide influx fluorescence, ionomycin;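 active = ratio plate-corrected score three or more library SD toward inhibition, starting fluorescence score within five deviations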;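 note: score derived from kinetic fluorescence span divided by baseline fluorescence per well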
* marks the source's active call; other numbers are inactive results; i = inactive; . = no result given.

SMILES	MrgX1 PAM	TRPC4 agonist	MrgX1 agonist	TRPC6 inh	TMEM16A act	TRPC6 act	RGS4 inh	MrgX1 antagonist	TRPC4 PAM	TRPC4 block	TMEM16A inh
CCOc1ccc(N(CC(=O)Nc2ccc(C)cc2)S(C)(=O)=O)cc1	i	i	i	i	i	i	i	i	i	i	i
CC(C)(C)C(=O)Nc1c2c(nc3c1CCC3)CCCC2	i	i	i	i	i	i	i	i	i	i	i
O=C(Nc1ccc(NC(=O)c2cccs2)cc1)c1cccnc1	i	i	i	i	i	i	i	-5.79*	i	i	i
COc1ccccc1NC(=O)Cn1cnc2c(nnn2-c2ccc(C)cc2)c1=O	i	i	i	i	i	i	i	i	i	i	i
C=CCNC(=S)N1CCN(CCNC2=CC(=O)CC(C)(C)C2)CC1	i	i	i	i	i	i	i	i	i	i	i
CCCN1C2CCCC1CC(NC(=O)c1cccc([N+](=O)[O-])c1)C2 (stereo not given)	i	i	i	i	i	i	i	i	i	i	i
c1ccc(-c2nccc(-c3ccc4c(c3)OCO4)n2)cc1	i	i	i	i	i	i	i	i	i	i	i
O=C(CCN1C(=O)/C(=C/c2ccc(F)cc2)SC1=S)N[C@@H](CO)Cc1ccccc1	i	i	i	i	i	i	i	i	i	i	i
O=C(Cc1ccccc1)Nc1ccc(-c2nnc(-c3ccco3)o2)cc1	i	i	i	i	i	i	i	i	i	i	i
C/C(=N\NC(=O)CN1CCCCC1)c1ccccc1O	i	i	i	i	i	i	i	i	i	i	i
CC1CCCN(C(=O)c2cc3c(=O)n4ccccc4nc3s2)C1 (stereo not given)	i	i	i	i	i	i	i	i	i	i	i
O=C1c2cccnc2C(O)N1Cc1ccc(F)cc1 (stereo not given)	i	i	i	i	i	i	i	i	i	i	i
CCOc1ccc(NC(=O)CCN2C(=O)c3cccc([N+](=O)[O-])c3C2=O)cc1	i	i	i	i	i	i	i	i	i	i	i
COc1ccccc1NS(=O)(=O)c1cc(NC(=O)CNC(=O)c2cc(C)cc(C)c2)ccc1C	i	i	i	i	i	i	i	i	i	i	i
COc1ccc(S(=O)(=O)N2CCC(C)CC2)cc1Br	i	i	i	i	i	i	i	i	i	i	i
O=C(O)c1cc2nc(-c3ccccc3)cc(-c3ccccc3)n2n1	i	i	i	i	i	i	i	i	i	i	i
Cc1ccc(NC(=O)NCc2ccccn2)cc1Cl	i	i	i	i	i	i	i	i	i	i	i
COC(=O)c1ccc(-n2cncn2)c(F)c1	i	i	i	i	i	i	i	i	i	i	i
Cc1ccc(C)c(NC2=NS(=O)(=O)c3ccccc32)c1	i	i	i	i	i	i	i	i	i	i	i
CCOc1ccc(C(=O)O)cn1	i	i	i	i	i	i	i	i	i	i	i
COc1ccc(-c2nnn(CC(=O)N(CC(=O)NCCC(C)C)c3ccccc3)n2)cc1OC	i	i	i	i	i	i	i	i	i	.	i
COc1ccc(NC(=O)c2cc3c(COC(C)=O)cnc(C)c3oc2=Nc2cccc(C(=O)O)c2)c(OC)c1	i	i	i	i	i	i	i	i	i	i	i
COc1ccc(C(c2sc3nc(C)nn3c2O)N2CCC3(CC2)OCCO3)cc1 (stereo not given)	i	i	i	i	i	i	i	i	i	i	i
O=C(NNC(=O)C1CCN(S(=O)(=O)c2ccc(Cl)cc2)CC1)c1ccc(Cl)cc1	i	i	i	i	i	i	i	i	i	i	i
CCCCOC(=O)Cn1c(=O)oc2ccc(C)cc21	i	i	i	i	i	i	i	i	i	i	i
C=CCNC(=O)c1cc(Cl)ccc1[N+](=O)[O-]	i	i	i	i	i	i	i	i	i	i	i
CCc1nc(CNC(=O)C2CCC(=O)N(CCc3ccc(OC)cc3)C2)cs1 (stereo not given)	i	i	i	i	i	i	i	i	i	i	i
Cc1c(C(=O)O)sc2ncnc(N3CCCCC3C)c12 (stereo not given)	i	i	i	i	i	i	i	i	i	i	i
CC(C)(C)Nc1nc(N)nc(Cl)n1	i	i	i	i	i	i	i	i	i	i	i
O=C(COc1ccccc1Cl)NCCCNC(=O)c1cccnc1	i	i	i	i	i	i	i	i	i	i	i
COc1ccccc1NS(=O)(=O)c1cc(NC(C)=O)ccc1N1CCCCC1	i	i	i	i	i	i	i	i	i	i	i
O=Cc1cccn1-c1ncc(Br)cn1	i	i	i	i	i	i	i	i	i	i	i
CCn1ccnc1CN1CCCC(C(=O)c2ccc3cc(OC)ccc3c2)C1 (stereo not given)	i	i	i	i	i	i	i	i	i	i	i
Cc1ccc2cc(C=C(C#N)C#N)c(N3CCCCC3)nc2c1	i	i	i	-7.1*	i	i	i	i	i	i	i
CC(=O)Nc1cccc(NC(=O)c2cc(-c3cccnc3)nc3ccc(Cl)cc23)c1	i	i	i	i	i	i	i	i	i	i	i
CC(C)CN(C(=O)CN1CCN(c2ccc([N+](=O)[O-])cc2)CC1)c1c(N)n(CC(C)C)c(=O)[nH]c1=O	i	i	i	i	i	i	i	i	i	i	i
COc1ccc(S(=O)(=O)N(C)CC(=O)NCCC2=CCCCC2)cc1OC	i	i	i	i	i	i	i	-5.91*	i	i	i
Cc1ccc2c(c1)c1nnc(SCC(=O)Nc3ccccc3C(F)(F)F)nc1n2CC(=O)O	i	i	i	i	i	i	i	i	i	i	i
COc1ccc(S(=O)(=O)N2CCC(C(=O)NCCC(=O)Nc3ccc(Cl)cc3)CC2)cc1	i	i	i	i	i	i	i	i	i	i	i
COc1cccc(/C(O)=C2/C(=O)C(=O)N(CCN(C)C)C2c2ccc(Br)cc2)c1 (stereo not given)	i	i	i	i	i	i	i	i	i	i	i
CCCOc1ccc(-c2nnc(-c3ccncc3)o2)cc1	i	i	i	i	i	i	i	i	i	i	i
Cc1c(C(=O)N2CCC(Cc3ccccc3)CC2)cccc1[N+](=O)[O-]	i	i	i	i	i	i	i	i	i	i	i
Cc1cc(C)c2c(Cn3ccnc3)cc(=O)oc2c1	i	i	i	i	i	i	i	i	i	i	i
CCN(CC)C(=O)c1cc(Cl)ccc1NC(=O)c1ccco1	i	i	i	i	i	i	i	i	i	i	i
Cc1cccc(CC(=O)Nc2ccon2)c1	i	i	i	i	i	i	i	i	i	i	i
CC(=O)Nc1ccc(Nc2nc(-c3cc4ccccc4oc3=O)cs2)cc1	i	i	i	i	i	i	i	i	i	i	i
COc1ccc(O)c(-c2cc(-c3cccs3)[nH]n2)c1	i	i	i	i	i	i	i	i	i	i	i
CC(Oc1ccccc1)C(=O)Nc1cccc([N+](=O)[O-])c1 (stereo not given)	i	i	i	i	i	i	i	i	i	i	i
O=C(CCc1nc2ccccc2c(=O)[nH]1)OCC(=O)c1ccc(C2CCCCC2)cc1	i	i	i	i	i	i	i	i	i	i	i
COCCn1cnc2c1c(=O)n(CC#N)c(=O)n2Cc1ccccc1	i	i	i	i	i	i	i	i	i	i	i
COc1cc(C2NC(=O)NC(C)=C2C(=O)OC2CCCC(C)C2)cc(Br)c1O (stereo not given)	i	i	i	i	i	i	i	i	i	i	i
Clc1ncccc1-c1nnn(-c2ccccc2)n1	i	i	i	i	i	i	i	i	i	i	i
CC(Nc1c([N+](=O)[O-])c(=O)oc2ccccc12)C(Cl)c1ccccc1 (stereo not given)	i	i	i	i	i	i	i	i	i	i	i
O=C(NNC(=O)c1ccncc1)c1ccccc1	i	i	i	i	i	i	i	i	i	i	i
COc1ccc(CCNS(=O)(=O)c2ccc3c(c2)NC(=O)CS3)cc1OC	i	i	i	i	i	i	i	i	i	i	i
COc1ccc(N=c2scc(-c3ccc(OC)cc3)n2CCO)cc1	i	i	i	i	i	i	i	i	i	i	i
